GC-B act: GC-B (human) receptor activation | P20594 | HEK293-GC-B cells, CNP EC30, cGMP TR-FRET; 0% at EC30 CNP, 100% saturating CNP | activation, % at 10 µM | actives 0.11% (n = 370,000) | AID 1920062;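 active means activation at 10 µM reaching about 35% in either raw or pattern-adjusted values, limit read from the data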
PRMT1 FP inh: blocks human protein arginine methyltransferase 1 | inhibition, % at 2.79 µM | actives 1.3% (n = 370,000) | recombinant PRMT1, activity-based probe fluorescence polarization;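 active means inhibition above about 21% made by adding two undisclosed values, limit read from the data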
Target sequence (Q99873 whole entry, looked up): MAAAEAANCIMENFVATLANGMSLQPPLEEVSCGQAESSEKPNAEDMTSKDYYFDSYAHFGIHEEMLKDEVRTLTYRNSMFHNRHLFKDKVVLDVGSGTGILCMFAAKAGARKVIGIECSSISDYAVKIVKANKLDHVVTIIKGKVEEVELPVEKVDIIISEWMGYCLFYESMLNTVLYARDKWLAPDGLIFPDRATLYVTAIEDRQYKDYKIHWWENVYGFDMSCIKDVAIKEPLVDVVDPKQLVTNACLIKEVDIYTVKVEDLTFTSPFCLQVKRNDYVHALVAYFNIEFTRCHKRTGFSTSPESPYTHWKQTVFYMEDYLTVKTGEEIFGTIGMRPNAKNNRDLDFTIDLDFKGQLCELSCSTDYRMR
rCAG RNA binder: molecules binding r(CAG) RNA repeats. r(CAG) RNA repeat, TO-PRO-1 dye displacement fluorescence. inhibition, % at 3 µM. actives 1.3% (n = 370,000);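 active means inhibition above the plate cutoff, the mean of all test compounds on that plate plus 3 SD, cut at about 35% in these data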;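 further: 0% = DMSO alone and 100% = 100 µM mitoxantrone as full dye displacement; higher means more dye released from RNA so lower well fluorescence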
MBD2 inh: MBD2-methylated oligo binding inhibition; TR-FRET, MBD2 binding to methylated oligonucleotide; inhibition, % at 4.4 µM; actives 0.31% (n = 370,000); AID 686964; in the data active means inhibition above about 13%
TDP2 inh: blocks human TDP2 phosphodiesterase activity; O95551; recombinant TDP2, T5PNP hydrolysis, p-nitrophenol absorbance 415 nm; inhibition, % at 12.8 µM; actives 0.34% (n = 370,000); AID 720702;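 active means inhibition above the mean of all tested compounds plus 3 SD, set per campaign, cut at about 25% in these data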;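 further: 0% = DMSO with enzyme and 100% = buffer with substrate but no TDP2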
Target sequence (O95551 whole entry, looked up): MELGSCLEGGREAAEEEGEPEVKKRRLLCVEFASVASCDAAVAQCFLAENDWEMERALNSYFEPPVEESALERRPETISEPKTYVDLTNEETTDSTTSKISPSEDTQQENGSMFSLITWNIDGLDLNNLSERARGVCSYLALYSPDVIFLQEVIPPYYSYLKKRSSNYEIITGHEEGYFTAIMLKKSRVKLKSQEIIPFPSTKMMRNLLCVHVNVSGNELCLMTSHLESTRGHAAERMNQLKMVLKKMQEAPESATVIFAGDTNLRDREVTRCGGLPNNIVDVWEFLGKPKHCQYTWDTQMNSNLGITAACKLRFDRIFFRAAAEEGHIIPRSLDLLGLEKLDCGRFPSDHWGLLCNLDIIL
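Test system: Human TDP2 enzyme | Reagent: 5 mM T5PNP | Compound dosing: 12.8 µM single point, 1% DMSO | Incubation: Enzyme reaction with compound for 2 h at 37 °C | Technique: p-Nitrophenol epi absorbance | Read-out: % inhibition relative to enzyme-containing and enzyme-free wells | Benchmarks: High control without enzyme, low control DMSO plus TDP2 | Replicates: Singlicate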
HTRA1 inhibitor: inhibitors of human serine peptidase HTRA1; actives 0.5% (n = 340,000); recombinant HTRA1, FP-rhodamine activity-based probe, fluorescence polarization; Q92743; inhibition, % at 5.96 µM; in the data active means inhibition above about 36%;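 further: 0% = enzyme with DMSO and 100% = wells lacking enzyme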
mABHD4 FP: ABHD4 (mouse) inhibition, primary FP screen; AID 720543; actives 0.54% (n = 370,000); inhibition, % at 8.92 µM; purified mABHD4, FP-Rh probe fluorescence polarization;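 active means inhibition exceeding the mean over every tested compound plus 3 SD, cut at about 30% in these data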;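 further: 0% = plate median of compound wells and 100% = S159A mutant with DMSO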
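Doses – 8.92 µM, single dose · Material – wild-type mouse ABHD4 protein · Replication – single well per compound (singlicate) · Measure – percent inhibition of probe binding, normalized to plate controls · Schedule – 45 min compound pre-incubation plus 60 min probe step, 25 °C · Detection – fluorescence polarization with parallel and perpendicular emission, 525/598 nm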
SIAE primary: inhibitors of human sialic acid acetylesterase SIAE | inhibition, % at 9.66 µM | actives 0.69% (n = 370,000) | SIAE FP-Rh probe binding, fluorescence polarization | Q9HAT2;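 active means inhibition above a cutoff: mean of compounds within the control limits plus 3 SD of those, cut at about 17% in these data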;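 further: 0% = plate median of compound wells and 100% = probe without SIAE protein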
TCR CD3 inh: inhibitors of human TCR-CD3 interaction | TAMRA-labeled TCR probe fluorescence, biochemical | inhibition, % at 9.4 µM | actives 0.37% (n = 360,000) | AID 651800; in the data active means inhibition above about 19%;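 further: recombinant mutant TCR 2C K166C tagged with TAMRA read by polarization; 0% = receptor in buffer alone and 100% = receptor with positive control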
LEDGF integ inh: blocks HIV-1 LEDGF/p75-dependent DNA integration. actives 0.64% (n = 370,000). inhibition, % at 3.7 µM. TR-FRET IN-LEDGF/p75 DNA integration, Eu/Cy5;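 active means inhibition above the screen-wide mean plus 3 SD, cut at about 13% in these data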;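 further: signal is the Cy5 over europium emission ratio at 671 and 618 nm; 0% = plate median of compound wells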
An asterisk follows results filed as active; . = no result given; & = joins results of further samples.

molecule	GC-B act	PRMT1 FP inh	rCAG RNA binder	MBD2 inh	TDP2 inh	HTRA1 inhibitor	mABHD4 FP	SIAE primary	TCR CD3 inh	LEDGF integ inh
O=C(NCc1ccco1)c1ccccc1-c1nc(-c2ccccc2)no1	-2	-5	-3	-2	4	-2	1	-1	9	1
CN(C)c1nc(C(=O)O)nc(N2CCOCC2)n1	-1	-4	-2	1	7	6	1	-3	5	-1
CC1(C)CC(NCc2ccc3c(c2)OCO3)CCO1 (centres undefined)	1	0	-3	-1	-4	3	0	-3	4	-3
COC(=O)[C@]12C[C@H](CC(=O)NCc3ccccc3)C(=O)N(Cc3ccc(Cl)cc3Cl)C1=C[C@H](C(C)(C)C)O[C@@H]2C	-7	4	3	3	-11	.	-12	-1	.	1
COc1ccc(Br)cc1/C=N/N1C(=O)CSC1=S	-1	15	21	-4	11	-11	3	-3	0	1
COc1cc(NC(=O)COC(=O)CSc2ccccc2F)c(C)cc1[N+](=O)[O-]	1	4	-1	7	6	2	-2	1	0	0
O=C(CN1C(=O)c2ccccc2C1=O)Nc1cc([N+](=O)[O-])ccc1O	3	-1	3	-10	1	1	4	0	1	0
CCOCCC(=O)Nc1ncc(S(=O)(=O)c2ccc([N+](=O)[O-])cc2)s1	2	2	2	-2	2	3	-1	1	-7	-5
Cn1c(CC(=O)Nc2ccc(Cl)c(Cl)c2)nnc1SCC(=O)Nc1nccs1	2	-1	2	2	12	3	-2	2	0	2
Cc1ccc(C(=O)C2=C(O)C(=O)N(Cc3cccnc3)C2c2ccc(Cl)cc2)o1 (centres undefined)	-3	-1	7	-8	11	2	0	1	6	3
CCOC(=O)c1cc2occc2n1Cc1c(F)cccc1Cl	-5	3	5	6	7	-10	5	-1	-15	1
CC(=O)N1N=C(c2cccc([N+](=O)[O-])c2)OC1c1ccccc1Cl (centres undefined)	-1	-1	-3	-2	-1	-5	3	1	11	5
O=C(Nc1ccc(O)cc1)C1CC=CCC1 (centres undefined)	1	4	3	3	-2	48*	26	23*	18	3
COc1cccc(-c2ncc3ccccc3c2COC(=O)CCCC(=O)O)c1	1	-1	-3	4	5	-5	-3	4	4	1
Cc1cc(OC(F)F)ccc1NC(=O)Nc1ccc([N+](=O)[O-])cc1	1	-2	8	0	2	-16	-17	-4	0	-2
CCOc1ccc2nc(SCC(=O)Nc3ccc4c(c3)OCCO4)[nH]c2c1	-6	0	4	-2	0	-7	-6	0	4	-3
CC(NS(C)(=O)=O)C(c1cccs1)N1CCN(Cc2ccccc2)CC1 (centres undefined)	4	5	-1	4	4	1	6	11	-13	-1
CSc1cccc(NC(=O)C2CCN(C(=O)c3ccccc3C)CC2)c1	-2	3	-6	3	-15	-3	-15	-4	-1	-1
NC(=O)c1ccc(NC(=O)CSC(=O)c2ccccc2)cc1	-2	36*	3	-1	-1	12	-2	-5	4	1
Cc1csc(NC(=O)C2CCN(C(=O)CSc3nnc(C)n3Cc3ccccc3)CC2)n1	3	-2	-6	0	-3	5	-3	5	2	2

(list continues)
molecule	GC-B act	PRMT1 FP inh	rCAG RNA binder	MBD2 inh	TDP2 inh	HTRA1 inhibitor	mABHD4 FP	SIAE primary	TCR CD3 inh	LEDGF integ inh
CCN(CC)c1ccc(N=Cc2ccccc2[N+](=O)[O-])cc1	-20	20	8	-9	10	53*	47*	12	13	15*
Cc1cc2c(c(C)c1CCO[C@@H]1O[C@H](CO)[C@@H](O)[C@H](O)[C@H]1O)C(=O)[C@@H](C)[C@@H]2O	5	4	1	-7	-3	7	-3	4	2	1
O=C(NC1CCS(=O)(=O)C1)c1ccc(Br)s1 (centres undefined)	-4	0	1	3	10	3	5	3	1	2
CC(C)Oc1ccc(OCCCN2CCCCCC2)cc1	0	0	0	6	-3	2	11	-6	3	-1
COC(=O)[C@]12C[C@H](CC(=O)NCCCN3CCCC3=O)C(=O)N(CCC3=CCCCC3)C1=C[C@H](C1CCCC1)O[C@@H]2C	1	-5	2	-4	-4	.	2	-3	.	2
CCOC(=O)[C@@]12CN(C(=O)OC(C)(C)C)CC=C1N(Cc1ccc(OC)cc1)C(=O)[C@H]2CC(=O)NCCCOC	0	2	0	-2	2	.	-7	-1	.	3
Cc1c(NC(=S)NCc2ccc(F)cc2)cccc1[N+](=O)[O-]	0	4	-1	-3	-5	-5	-4	-2	-4	0
CC(C)(C)c1ccc(C(=O)NCCC(=O)Nc2cc(Cl)ccc2N2CCOCC2)cc1	-15	2	2	4	-3	-8	11	5	-2	-3
Cc1noc(C)c1C(=O)N1CCN(c2ccc(OCc3ccccc3)cc2)CC1	2	10	-5	6	3	-8	10	4	2	2
CCc1ccc(C(O)(CC)C(CN2CCOCC2)c2ccccc2)cc1 (centres undefined)	-20	3	-4	0	0	-4	-5	-4	2	-5
Cc1ccc2nc(NC(=O)C3CCN(C(=O)c4ccc(F)cc4)CC3)sc2c1	-17	5	-1	6	-12	-11	-9	-7	-2	-1
COc1ccc(-c2nn(C)c(=O)c3ccccc23)cc1CNS(C)(=O)=O	1	-2	0	-1	-5	-3	1	-7	6	2
O=C(c1ccc(NS(=O)(=O)c2cccs2)cc1)N1CCOCC1	1	-3	1	2	-1	3	-1	-1	2	4
CC(C)=CCC[C@H](C)CC1Cc2[nH]c(=S)[nH]c(=O)c2C(c2ccc(Cl)cc2)O1 (some centres undefined)	2	4	35*	-3	-3	.	-19	-13	-4	-4
COc1cc(NC(=O)c2ccc(S(=O)(=O)N(C)c3ccccc3)cc2)cc(OC)c1	-3	0	9	-8	9	-107	-73	-105	-4	2
O=S(=O)(N/N=C1/CC(c2ccccc2)Oc2ccccc21)c1ccc(Br)cc1 (centres undefined)	-2	4	33	-6	-10	-15	-5	-10	1	-4
CCc1nnc(NS(=O)(=O)c2ccc(NC(=O)c3cccc4ccccc34)cc2)s1	1	0	64*	-3	12	-24	-26	-2	4	2
COc1ccc(OCC(=O)N2CCCC(Nc3ccc(C)c(C)c3)C2)cc1 (centres undefined)	-6	-3	-1	1	-7	8	6	4	-1	-1
C=C(C)CSc1cc(C)c(C#N)c2nc3ccccc3n12	-6	14	11	-4	-13	0	2	-2	-2	-1
O=C(Nc1ccc(F)cc1Cl)C1CCN(C(=O)Nc2ccccc2)CC1	-1	-1	-1	3	-5	-3	8	-7	-2	-4

Some of the entries so far, with values under each structure:
Each structure is followed by: GC-B act | PRMT1 FP inh | rCAG RNA binder | MBD2 inh | TDP2 inh | HTRA1 inhibitor | mABHD4 FP | SIAE primary | TCR CD3 inh | LEDGF integ inh
O=C(Nc1ccc(F)cc1Cl)C1CCN(C(=O)Nc2ccccc2)CC1
    -1 | -1 | -1 | 3 | -5 | -3 | 8 | -7 | -2 | -4
O=C(CN1C(=O)c2ccccc2C1=O)Nc1cc([N+](=O)[O-])ccc1O
    3 | -1 | 3 | -10 | 1 | 1 | 4 | 0 | 1 | 0

The listing continues:
molecule	GC-B act	PRMT1 FP inh	rCAG RNA binder	MBD2 inh	TDP2 inh	HTRA1 inhibitor	mABHD4 FP	SIAE primary	TCR CD3 inh	LEDGF integ inh
COc1cccc(C2C(C(=O)Nc3ccccc3)=C(C)N=c3s/c(=C/c4ccc(OCC(=O)O)cc4)c(=O)n32)c1 (centres undefined)	-1	30*	72*	-5	8	-25	-56	-27	11	4
O=C(CN1CCOCC1)NCc1ccccc1Cl	0	4	22	5	5	-9	2	4	-1	1
COc1ccc(-c2cnc(NCc3cc4c(cc3[N+](=O)[O-])OCO4)n2C)cc1	0	1	2	-2	4	11	4	2	4	1
Cn1nnnc1SCCNC(=O)C1CCC(=O)N(Cc2ccc(Cl)cc2)C1 (centres undefined)	1	-3	-3	2	14	4	0	-1	3	2
C[C@@H](C(=O)Nc1ccc2ccccc2c1)[C@H]1C[C@]1(C)[C@H](NC(=O)c1cnccn1)c1ccccc1	-4	2	-1	4	12	-24	4	2	-1	0
CCOC(=O)N1CCN(CC(=O)N2c3ccccc3CCc3ccccc32)CC1	-2	0	-11	1	14	1	8	7	9	1
O=C(CSc1nc(=O)n2ccccc2n1)N1CCC(Cc2ccccc2)CC1	-2	-2	-6	-2	1	-5	0	-6	13	-2
Cc1ccc([C@@H]2CC(=O)[C@@H]3CN(S(=O)(=O)c4ccc(C)cc4)[C@H](c4cccc(Cl)c4)C[C@@H]3N2S(=O)(=O)c2ccc(Cl)cc2)cc1	6	3	14	4	0	-22	-5	-36	-2	-4
CCNc1nc(C23CC4CC(CC(C4)C2)C3)cs1	5	2	-3	2	4	6	20	12	4	0
CCCNS(=O)(=O)c1ccc(OCC(=O)NCc2ccco2)cc1	10	0	5	0	13	2	0	0	0	-2
Cc1ccc(S(=O)(=O)N2CC(CBr)=CCC2c2ccccc2)cc1 (centres undefined)	-10	-10	4	6	-2	.	-2	-9	3	3
CCCN(C(=O)C(NC(=O)c1ccccc1)C(C)C)c1c(N)n(Cc2ccccc2)c(=O)[nH]c1=O (centres undefined)	1	0	0	-5	-9	7	-2	5	4	-3
O=C(NCc1ccco1)C1CC(=O)N(c2ccc(F)cc2)C1 (centres undefined)	1	-4	1	3	12	-1	5	4	-7	2
Cc1ccc(-c2nn3c(C)nnc3s2)cc1NC(=O)c1ccc(-c2cccc(Cl)c2)o1	1&9	4&-3	18	-2&1	7&5	-86	-8&0	-32&11	0	1&0
COc1ccc(NC(=S)Nc2ccc(OCc3ccccc3)cc2)cc1OC	-7	7	4	-13	6	4	19	7	-4	3
CCCN1C(=O)c2ccccc2NC1c1ccc(Cl)cc1 (centres undefined)	-7	1	-1	1	-4	-8	-1	-9	-1	-1

Screens: PubChem BioAssay, several laboratories

An excerpt, so the mix of outcomes need not match the whole.
